# Bioassay records deposited in PubChem BioAssay by NCI.
# All columns: NCI-60 one-dose screen, growth in % after 48 h at 10 µM unless noted; 100 = growth as untreated, 0 = no growth, -100 = all killed.
# NCI-H460 = NCI-H460 lung cancer | 6.8% of 82,000 active
# NCI-H226 = NCI-H226 lung cancer | 3.5% of 79,000 active | AID 1794732
# HCT-116 = HCT-116 colon cancer. 7.3% of 82,000 active
# HT29 = HT29 colon cancer. 7.4% of 81,000 active
# HCT-15 = HCT-15 colon cancer | 5.2% of 82,000 active | AID 1794746
# NCI-H322M = NCI-H322M lung cancer | 2.7% of 80,000 active
# NCI/ADR-RES = NCI/ADR-RES ovarian cells; 4.4% of 81,000 active; AID 1794790
# COLO 205 = COLO 205 colon cancer; AID 1794742; 7.3% of 79,000 active
# NCI-H522 = NCI-H522 lung cancer; 8% of 78,000 active; AID 1794739
# Starred values were filed as active, the others as inactive; . = not tested or not shown; & = joins results of further samples. The calls were made as follows: active = growth percent below 10; inactive = the rest.
SMILES,NCI-H460,NCI-H226,HCT-116,HT29,HCT-15,NCI-H322M,NCI/ADR-RES,COLO 205,NCI-H522
CCOC(=O)C1C(=O)N(c2ccccc2CC)C(=O)C(C#N)=C1c1ccc2c(c1)OCO2 (stereo not drawn),111,126,82,111,104,104,103,171,97
CC(C)CC(NC(=O)CCc1nc2c(=O)[nH]c(=S)[nH]c2[nH]c1=O)C(=O)O (stereo not drawn),102,85,100,106,98,108,100,114,95
O=C(Cc1ccccc1)CC(CC(=O)c1ccccc1)c1ccccc1 (stereo not drawn),99,93,73,84,102,91,88,113,66
Cc1cnc2c(N)cc(C)c(C)c2c1,103,86,105,111,104,98,102,108,101
Nc1cc(S(=O)(=O)O)c2cccc(S(=O)(=O)O)c2c1,105&102,102&100,100&105,104&108,104&106,105&95,109,109,90&104
Cc1ccc(C(=O)O)cc1C#Cc1cnc2cccnn12,102,89,91,97,100,101,103,119,98
CCOC(=O)c1nc(Oc2ccc(NC(=O)Nc3ccc(C)c(Cl)c3)cc2)c2ccccc2n1,100,103,101,104,103,106,112,111,91
CCOc1ccc(-c2nnc(C3CC(NC(=O)c4cccc5nccnc45)C3)n2-c2ccccc2F)nc1 (stereo not drawn),108,80,101,97,95,97,89,114,93
O=C(CSc1nnc(-c2ccc(-c3nc4ccc(Cl)cc4[nH]3)cc2)o1)Nc1ccccc1,-49*,-24*,5.6*,41,25,38,32,76,-3.9*
O=C(CN1CCN(c2cc(=O)n(-c3ccccc3)c3ccccc23)CC1)Nc1ccc(Cl)cc1,76,61,77,86,72,87,86,86,75
O=C1CC(c2ccc(Cl)cc2)Oc2ccc(Cl)cc21 (stereo not drawn),102,97,77,94,86,101,99,102,70
CCc1ccc(OCc2ccccc2C(=O)Nc2ccc3nc(C)cc(N)c3c2)cc1,-68*,-46*,-99*,-87*,-75*,-93*,-72*,-79*,-85*
O=C(O)c1cn(C2CC2)c2cc(N3CCN(Cc4nnc(-c5ccc(Cl)cc5)o4)CC3)c(F)cc2c1=O,74,79,65,83,79,81,86,.,71
CCOC(=O)C1CCCN(Cc2nc3sc4c(c3c(=O)[nH]2)CCC(C)C4)C1 (stereo not drawn),114,91,89,89,105,111,106,120,97
CS(=O)(=O)c1ccc(C(=O)N=Nc2c(O)[nH]c3ccc([N+](=O)[O-])cc23)cc1,108,110,104,108,99,108,109,112,100
COc1ccc(S(N)(=O)=O)cc1,105,98,99,117,103,100,95,117,110
Cc1c(C(=O)NNC(=O)c2ccc(Cl)cc2)nnn1-c1ccc([N+](=O)[O-])cc1,93,76,94,94,90,91,87,97,85
O=C1CCCN1C1CCN2c3ccccc3CCc3cccc1c32 (stereo not drawn),98,94,106,88,85,99,97,125,86
O=C1N/C(=N/O)S/C1=C/c1cn(-c2ccccc2)nc1-c1ccccc1,104,92,82,112,87,87,100,.,96
COC1OC2COC(c3ccccc3)OC2C2OC12 (stereo not drawn),103&122,93&107,97&108,95&107,102&99,88&117,105&112,110&108,88&103
COc1cc(CNC(=O)CCCC/C=C/C(C)C)ccc1OCc1cn(-c2ccc([N+](=O)[O-])cc2)nn1,100,90,77,98,96,98,29,118,78
CC(=O)Nc1ccc(S(=O)(=O)O)c(N)c1,112,100,111,112,115,115,106,110,105
c1ccc(NCc2ccc3c(c2)OCO3)cc1,99&105,98&103,98&103,104&103,93&108,99&114,105&106,102&113,96&91
NC(=O)NN=C1CCCC1,114,109,105,104,106,125,111,117,102
O=C(CSc1nccc(=O)[nH]1)Nc1ccc(-c2nc3ccc([N+](=O)[O-])cc3[nH]2)cc1,59,100,91,113,97,93,108,112,100
O=C(CCl)N(C1CCCCC1)C1CCCCC1,107,105,101,.,98,99,105,109,-37*
O=C(N/N=C/c1ccc(Cl)cc1)c1cnc2n(c1=O)CCCCC2,103,92,101,94,89,101,97,111,86
Clc1nc2ccccc2cc1-c1nnc(-c2cccnc2)o1,111,92,107,102,109,85,99,104,81
COc1ccc(C2C3(C#N)C(N)=NC(=C(C#N)C#N)C23C#N)cc1OC (stereo not drawn),119,109,112,116,114,111,114,123,107
O=C(CCN1CCC2CCC(C2)C1)c1ccccc1 (stereo not drawn),113&115,111,102&107,106&110,110&99,108,109&103,111&105,95&102
O=c1ccn(CCC(CO)CO)c(=O)[nH]1,126,90,106,95,99,93,92,153,91
N#Cc1ccc(C(=O)CSc2nccc(Nc3ccc(S(=O)(=O)Nc4nccs4)cc3)n2)cc1,105,102,99,110,103,.,100,114,93
CCOC(=O)N1CCc2c(sc3nc(-c4ccccc4)nc(OCc4cn(C5OC(COC(C)=O)[C@H](OC(C)=O)[C@H](OC(C)=O)[C@@H]5OC(C)=O)nn4)c23)C1 (stereo partly drawn),96,85,87,85,98,99,88,.,80
CC1(C)C(N2CCCCC2)CS1(=O)=O (stereo not drawn),105,106,106,103,109,111,107,123,93
CC1CCCCN1C(=S)Nc1ccc(S(=O)(=O)N2CCCCC2)cc1 (stereo not drawn),97,.,91,94,99,118,107,.,73
COc1cc(C)ccc1Oc1nc(Nc2ccc(N3CCOCC3)cc2)ncc1N=Cc1ccc(Cl)cc1,19,43,44,67,81,.,62,66,27
O=C(Nc1ccncc1)C(=O)c1cn(S(=O)(=O)c2cccc(Cl)c2)c2ccccc12,82,78,24,29,49,102,44,117,32
N#Cc1ccc(O)c(C2=NCC(C3CCNCC3)O2)c1 (stereo not drawn),111,101,81,65,97,98,103,84,56
N#Cc1c(-c2ccc(F)cc2)nc(N=Nc2c(O)[nH]c3ccc(Br)cc23)nc1N1CCOCC1,81,110,75,89,103,83,74,92,81
CC(=O)OC(OC(C)=O)c1ccc([N+](=O)[O-])o1,105,103,90,.,89,105,96,127,.
COc1ccc2c(c1)C(Sc1ccc(F)cc1)c1c(nc(N)c(C#N)c1N)O2 (stereo not drawn),96,91,80,94,81,94,95,104,79
C(=N\Nc1c2ccccc2nc2ccccc12)/c1ccccc1,99,88,100,99,96,100,104,102,93
COc1ccc(-n2c(SCc3n[nH]c(=S)n3C(=O)c3ccccc3)nc3cc(OC)c(OC)cc3c2=O)cc1,42,67,59,104,33,77,52,104,84
Cc1cc(Nc2nc(O)c(/C=c3\ccc4c(c3)C=CN=4)s2)no1,101,93,96,106,95,101,100,114,97
Oc1[nH]c2ccccc2c1/C=c1/cc2c(c(-c3ccc(F)cc3)n1)=Nc1ccccc1-2,-24*,19,-61*,-42*,-18*,59,-19*,.,-58*
CC(=O)c1ccc2c(c1)Cc1cc(C(C)=O)ccc1-2,104,88,101,86,102,100,.,124,80
COc1ccc(-c2c(N)n[nH]c2-c2cc(OC)c3c(c2)OCCO3)cc1,83,93,57,30,.,107,64,67,12
N#Cc1c(-c2ccc(Cl)cc2)cc(-c2ccccc2)n(Cc2ccccc2)c1=O,120,108,88,90,92,102,98,135,83
O=C(CN(C1CCCCC1)C1CCCCC1)Nc1ccc(S(=O)(=O)c2ccc(NC(=O)CN(C3CCCCC3)C3CCCCC3)cc2)cc1,-9.7*,0.4*,-86*,-84*,-34*,.,4.0*,-71*,-74*
Cc1nc2ncnc(Cl)c2[nH]1,104,101,84,81,100,98,108,113,91

# (list continues)
SMILES,NCI-H460,NCI-H226,HCT-116,HT29,HCT-15,NCI-H322M,NCI/ADR-RES,COLO 205,NCI-H522
Nc1nc2ncccc2n2cc3ccccc3c12,10,97,68,66,28,51,79,.,54
COC(=O)c1ccccc1OC(=O)c1ccccc1,114,116,106,107,118,116,105,117,100
CC(C)OC(=O)Oc1cc(Cl)c(Cl)cc1Cl,100,99,92,105,101,116,117,105,.
O=S1(=O)OC(c2ccc(O)c(Cl)c2)(c2ccc(O)c(Cl)c2)c2ccccc21,101,94,100,123,102,107,105,103,93
COc1cc(/C=C2\C(=O)N(CCOc3cc(O)c4c(=O)cc(-c5ccccc5)oc4c3)c3ccccc32)cc(OC)c1O,66,90,28,136,28,91,47,93,60
CC(=O)c1ccccc1C(C)c1ccc(Br)c2ccccc12 (stereo not drawn),101,93,80,79,86,83,93,.,71
Clc1ccc2c(NCCCNCc3ccc4c(c3)OCO4)ccnc2c1,61,80,36,4.6*,13,72,74,-57*,20
N#Cc1c(-c2cccs2)cc(-c2cnccn2)nc1SCC(N)=O,92,88,84,109,96,101,97,107,.
Cc1ccc(S(=O)(=O)N/N=C/c2ccccc2Cl)cc1,103,.,104,102,98,106,107,113,90
CCOC(=O)N1C(=O)/C(=C\c2ccc(Cl)cc2)SC1=Nc1c(C)nn(-c2ccccc2)c1N,79,109,33,27,74,105,76,112,.
COc1ccc2[nH]c(=O)c(/C=C/C(=O)c3ccccc3OC)cc2c1,1.8*,39,16,7.2*,11,18,10,20,3.9*
O=C(NNc1nc2cc(F)c(F)cc2n2cccc12)c1ncccn1,11,14,31,34,29,29,10,21,14
C=CCn1c(C)nc2cc(Nc3nc(N4CCCC4)nc4ccccc34)ccc21,81,98,20,5.6*,79,113,83,93,127
CC(C)(C)Nc1c(-c2cccs2)nc2ncccn12,102,91,99,103,102,99,104,110,80
Cc1ccc(/C=C2\C(=O)N(C)c3ccccc32)s1,98,.,99,115,95,96,105,119,89
N#C/C(=C\c1ccc(Cl)cc1)C(=O)Nc1ncc(Cc2ccc(Cl)c(Cl)c2)s1,99,92,79,63,39,86,90,112,80
COc1ccc2c(c1)[n+](=O)c(C(=O)/C=C/c1cc(OC)c(OC)c(OC)c1)c(C)n2[O-],45,79,50,85,49,81,73,59,.
Cc1cccc(-c2nc(N(C)c3ccc4ncsc4c3)c3ccccc3n2)n1,71,84,65,50,51,100,58,57,30
COc1cccc(CC(=O)O)c1OC,106,106,104,107,121,130,106,106,99
